Source: PubChem BioAssay
EWS-Fli block = EWS/Fli-driven NR0B1 reporter inhibitors, primary screen, A673 cells, NR0B1 luciferase, luminescence, MLPCN library | viability-normalised | inhibition, % at 12.6 µM | 0.67% of 350,000 active | AID 651661, 2012;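 active means mean inhibition of at least 50% after viability correction, with every replicate also passing that limit; inconclusive means mean reaches 50% but only one of two replicates passes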;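 further: firefly luciferase signal divided by Alamar Blue viability fluorescence both relative to DMSO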
Xi reactivation = activators of inactive X chromosome reactivation, primary screen, imaging, XiGFP fibroblasts, GFP high-content imaging, set 2; XiGFP mouse fibroblasts, % GFP-positive cells imaging, 3 d; cells co-treated with 5-aza-dC sensitizer; scaled so ellipticine positive control = 100%; activation, % at 7.58 µM; 0.055% of 360,000 active; AID 743238, 2013;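 active means mean normalized replicate activation at least 10% and every replicate at or above 10%; inconclusive means only one of the two criteria met; inactive means mean below 10% and not all replicates reach 10%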;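 further: 0% = median of on-plate neutral control wells and 100% = ellipticine 6 µM median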
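System: 68-5-11 XiGFP fibroblast line | Buffer or medium: DMEM containing 5-aza-dC | Compound: Single point | Times: Compounds 3 days, fix/stain 15 min at room temperature | Benchmarks: Positive control ellipticine, 6 µM final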
ERp5 block = inhibitors of ERp5-driven insulin aggregation, primary screen, biochemical, turbidity, absorbance 650 nm, single point; Protein disulfide-isomerase A6 (Homo sapiens), Q15084; 90 min; inhibition, % at 9.99 µM; 0.05% of 350,000 active;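 active means mean replicate inhibition above about 25%, with every replicate also reaching it, limit read from the data, passing the limit was not always enough; inconclusive means only one of those two criteria met; inactive means neither criterion met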
Target sequence (Q15084 whole entry, looked up): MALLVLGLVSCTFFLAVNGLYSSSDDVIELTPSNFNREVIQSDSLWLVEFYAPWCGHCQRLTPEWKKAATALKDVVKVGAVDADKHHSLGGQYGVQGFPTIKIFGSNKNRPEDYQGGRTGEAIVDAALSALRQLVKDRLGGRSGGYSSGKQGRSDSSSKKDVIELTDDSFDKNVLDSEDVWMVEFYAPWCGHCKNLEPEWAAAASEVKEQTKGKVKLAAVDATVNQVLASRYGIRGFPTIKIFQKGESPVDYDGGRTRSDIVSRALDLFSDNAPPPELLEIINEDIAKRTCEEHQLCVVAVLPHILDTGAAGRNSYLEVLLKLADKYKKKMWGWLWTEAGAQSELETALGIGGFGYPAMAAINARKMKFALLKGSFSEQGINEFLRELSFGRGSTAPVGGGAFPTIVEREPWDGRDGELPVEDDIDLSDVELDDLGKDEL
PAX8 reporter = inhibitors of PAX8-driven TPO luciferase reporter, primary screen, RMG-I cells, single concentration. AID 652154, 2013. inhibition, % at 12.6 µM. SteadyGlo, 24 h. 1.2% of 360,000 active;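 active means mean replicate inhibition at least 60% with every replicate also reaching 60%; inconclusive means only one of the two criteria is met; inactive means mean below 60% and not all replicates reaching 60%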;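 further: luciferase light reporting Pax8 driven TPO promoter activity; plate controls were median of neutral control wells for no effect and mitoxantrone controls for full effect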
CFTR F508del cor = F508del CFTR correction, initial screen, CFBE line, single point. CFBE cells, YFP halide quenching; stimulated with forskolin plus potentiator P3; % fluorescence drop versus neutral controls. activity (quench increase), % at 7.58 µM. 0.36% of 350,000 active. AID 720511, 2013;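 active means mean added fluorescence quench of at least 8% versus neutral control, with both replicates also reaching 8%; inconclusive means only one of the mean or replicate conditions met; inactive means mean below 8% and not both replicates reaching 8%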;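 further: cells transiently co-express mutant CFTR-F508del with the halide-sensitive YFP; corrector assay measuring rescue of mutant channel to the surface after 24 h compound exposure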
DENV2 CPE = inhibitors of DENV2 cytopathic effect, primary screen, cell-based, plate reader, single concentration | DENV2-infected cells, cytopathic effect rescue | CPE inhibition, % at 9.99 µM | 1.7% of 350,000 active | AID 651640, 2012; in the data active means CPE inhibition above about 20%, passing the limit was not always enough; inconclusive means no clear call, values can overlap the other calls; tested in BHK-21 cells;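 further: 0% = median of neutral control wells and 100% = median of positive control wells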
INS-1E GSIS act = GLuc luminescence reporter in INS-1E cells, primary screen for activators of glucose-dependent secretion of insulin; INS-1E GLuc reporter insulin secretion, 2-3 h; activation, % at 16.6 µM; 0.61% of 370,000 active; AID 743287, 2014;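 active means lowest replicate activation of at least 40%, so every replicate reaches that level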;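 further: 0% = median of neutral control wells and 100% = median of IBMX positive control wells; some compounds called inactive have numbers as strong as hits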
ARNT-TACC3 inh = disruptors of ARNT/TACC3 protein interaction, primary screen, biochemical, AlphaScreen, single concentration; Transforming acidic coiled-coil-containing protein 3 (Homo sapiens), Q9Y6A5; AlphaScreen His-ARNT PAS-B/GST-TACC3 binding, luminescence; TACC3 fragment carries E629A point mutation; inhibition, % at 9.99 µM; 0.66% of 390,000 active; AID 623870, 2012;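 active means mean inhibition of replicates at least 50% and at least half of replicates each reaching 50%; inconclusive means half or more replicates reach 50% but mean below 50%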;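 further: 0% = complete ARNT plus TACC3 wells and 100% = ARNT alone without TACC3; many hits fall short of the cut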
* = called active by the depositor; ? = inconclusive; . = not tested or not shown; & = joins results of further samples; ! = not confirmed by another sample.

SMILES	EWS-Fli block	Xi reactivation	ERp5 block	PAX8 reporter	CFTR F508del cor	DENV2 CPE	INS-1E GSIS act	ARNT-TACC3 inh
CC(C)(C)C1CCC2(CC1)SCC(=O)N2c1ccccc1 (stereo not drawn)	13	.	-2	.	-2.1	0	5	-3
CCN(C(=O)CSc1ncnc2sccc12)c1c(N)n(Cc2ccccc2)c(=O)[nH]c1=O	0	0.4	2	3	1.8	-1	.	-3
CN1CCN(C(=O)CCn2c(=O)c3cccn3c3cccnc32)CC1	.	0.0	6	1	2.1	?	21	6
COc1ccc2ccccc2c1/C=N/NC(=O)c1nnn(-c2nonc2N)c1CN(C)C	-6	0.0	3	3	-6.3	0	13	-4
Cc1cccc(C(=O)N(C(=O)c2cccc(C)c2)N(C)C)c1	1	0.2	-3	.	2.7	-6	-10	-3
CCOc1ccc(N2CC(C(=O)Nc3ccccc3C(=O)NC3CC3)CC2=O)cc1 (stereo not drawn)	1	0.1	2	15	-0.4	-1	14	25
O=C(NC(=S)Nc1cccc([N+](=O)[O-])c1)C1CCCC1	-2	0.2	-11	-37	-2.1	-7	-26	10
CCOC(=O)CN1C(=O)N[C@@H](c2cccs2)C(C(C)=O)=C1C	-1	-0.3	5	0	0.6	-1	3	0
COc1cccc(Nc2nnc(SCN3C(=O)c4ccccc4C3=O)s2)c1	-14	0.0	7	84*	0.4	-5	.	-1
CC(C)NC(=O)Nc1ccc2c(c1)C(=O)N([C@H](C)CO)C[C@@H](C)[C@H](CN(C)C(=O)CCC(F)(F)F)OCCCC[C@@H](C)O2	.	0.1	2	-8	-1.9	-2	12	-5
CN(C)CCCNC(=O)C[C@@H]1C=C[C@H](NS(=O)(=O)c2ccccc2)[C@H](CO)O1	0	-0.5	1	11	-0.9	?	-4	-1
CCc1nccn1CCC(=O)N1CCCC(Nc2ccc(F)cc2)C1 (stereo not drawn)	-1	0.1	5	0	-0.5	10	-9	8
COc1ccc(C(=O)N2CCN(c3ccc([N+](=O)[O-])c(-n4nc(C)cc4C)c3)CC2)cc1	.	0.0	.	9	.	.	-6	5
COc1ccc(-c2cc(NC=O)c3ncc(-c4cccc(C(=O)NCCN(C)C)c4)n3c2)cn1	12	0.2	-1	-33	1.2	2	33	.
CCCCN(CC)CCCNC(=O)C1CCN(c2ncnc3c2sc2cccc(F)c23)CC1	4	0.0	-3	-10	-3.8	7	-38	2
CN(C)CC(=O)N1[C@@H](C#N)[C@H](c2ccc(-c3cccc(C(=O)N(C)C)c3)cc2)[C@@H]1CO	-4	0.1	-4	-1	-3.0	-2	3	-14
CC(=O)Nc1ccc(S(=O)(=O)N(C)CC(=O)N/N=C/c2cccc(O)c2)cc1	-8	0.0	4	15	0.2	-2	-10	10
CCCNC(=O)c1onc(CSc2ccccn2)c1C(=O)NCCC	10	0.1	3	-2	0.5	-2	.	-8
COc1ccc(NC(C)=O)cc1NC(=O)c1cccc(C(F)(F)F)c1	3	0.3	1	-6	-0.4	-4	-7	-2
COCCNC(=O)C[C@@H]1CC[C@@H]2[C@H](COc3ccc(NC(=O)C4CCCC4)cc3C(=O)N2C)O1	3	0.1	4	1	1.0	0	2	-15
COc1ccc(S(=O)(=O)N2CCN(Cc3ccco3)CC2)cc1	-5	0.0	6	5	-1.5	0	1	-10
O=C1CCCN1c1ccc(S(=O)(=O)Nc2cccnc2)cc1	-8	0.0	6	9	-0.9	3	2	-9
Cc1cc(NC(=O)COc2ccccc2C)no1	-11	0.0	2	-221	0.6	.	2	-14
COc1ccc(-n2cnc3cc(C(=O)N4CCOCC4)ccc32)cc1	.	0.0	-12	-76	-0.5	-2	17	6
CCS(=O)(=O)Nc1ccc2c(c1)C(=O)N(C)[C@H]1CC[C@H](CC(=O)NCc3ccccc3F)O[C@@H]1CO2	1	0.0	-4	-8	.	6	3	-3
COCC(=O)N1CCC(n2nccc2NC(=O)c2ccccc2OC)CC1	-15	0.1	-1	-4	1.7	-6	25	-3
CC1CN(S(=O)(=O)c2ccc(C(=O)Nc3ccc(S(=O)(=O)N4CCOCC4)cc3)cc2)CC(C)O1 (stereo not drawn)	23	-0.1	4	5	-0.9	0	-4	2
COC(=O)C[C@H]1C[C@@H]2c3cc(NC(=O)Nc4ccc(F)cc4)ccc3O[C@@H]2[C@@H](CO)O1	-4&-1	1.9	7	-14&0	-1.5&0.5	1&0	1&-5	5
Cc1ccc(C)c(N(CC(=O)NC2CCCC2)C(=O)c2cc3cc4cccc(C)c4nc3s2)c1	13	.	0	.	1.9	4	-11	-50
CN(C)CCN1C(=O)NC(C)(c2ccc([N+](=O)[O-])cc2)C1=O (stereo not drawn)	-2	0.0	-3	-1	1.1	-3	11	-5
Cc1ccc(S(=O)(=O)N(C)C[C@H]2Oc3ccc(NC(=O)Nc4ccc5c(c4)OCO5)cc3CC(=O)N([C@H](C)CO)C[C@@H]2C)cc1	10	0.1	9	15	-3.5	5	9	27
Cc1ccc(C)c(OCC(O)CN2CCc3ccccc3C2)c1C (stereo not drawn)	2	0.1	2	-15	-0.2	0	-21	0
Fc1cccc(CN2C[C@@H]3N[C@H](C2)C3c2ccc(-c3ccccc3)cc2)c1 (stereo partly drawn)	-7&9	0.1	-3&-5	89*!	1.9&-9.4	3&-15	-11	.
Cc1cc(C(=O)CSc2nc(N)cc(N)n2)c(C)n1CC1CCCO1 (stereo not drawn)	-9	-0.1	-7	-19	2.2	11	5	9
CC(OC(=O)CCN=C1NS(=O)(=O)c2ccccc21)C(=O)Nc1ccc(N(C)C)cc1 (stereo not drawn)	-8	0.1	-10	-11	-1.0	5	-7	-14
CC(C)N1CSC(=S)N(Cc2ccccc2)C1	9	0.2	-2	7	-1.6	2	12	31
Cc1ccc(/C=C/c2ccc(N(C)C)cc2)[n+](C)c1	37	0.0	5	53	1.1	13	-43	12
CN1CCC(NC(=O)CCc2ccccc2)CC1	0	0.1	2	12	0.6	-5	-8	1
COCC(=O)Nc1ccc2c(c1)[C@H]1C[C@@H](CC(=O)NCc3cc(F)ccc3F)O[C@H](CO)[C@H]1O2	-2	0.0	.	5	2.5	-8	-3	-13
S=C(Nc1ccc2nsnc2c1)NC1CCCCC1	-63	-0.1	5	-51	1.0	.	-10	25*
O=C(NC1CCCCC1)[C@@H]1CSC2c3ccccc3C(=O)N21 (stereo partly drawn)	-9	0.2	-3	-2	-0.7	-2	-3	4
O=C(NCCCNC(=O)c1cc(Cl)ccc1Cl)c1ccco1	2	0.0	0	0	-0.4	7	19	.
C[C@@H]1CN([C@H](C)CO)C(=O)Cc2cc(NS(C)(=O)=O)ccc2O[C@H]1CN(C)Cc1ccc(C(=O)Nc2ccccc2N)cc1	-11	-1.1	4	-10	-0.9	4	30	.
O=C(CSc1nnc(NC(=O)c2cccc(Cl)c2)s1)NCC1CCCO1 (stereo not drawn)	-4	0.3	3	-22	2.6	-4	1	-2
CC(=O)N1CCN(C(=O)CCNS(=O)(=O)c2ccccc2)CC1	-4	0.4	2	-5	-1.1	-3	0	4
CC(C1CC1)N(Cc1ccccc1)C(=O)NC(=O)c1ccccc1 (stereo not drawn)	-11	0.0	1	17	-0.4	6	6	-3
CCN(CC)/C(Sc1ccccc1)=C(/C(Cl)=C(Cl)Cl)[N+](=O)[O-]	7	0.0	2	8	.	0	8	4
COc1ccccc1OCCCCCCN1CCOCC1	3	0.2	-9	21	0.8	7	22	3
CO[C@@H]1CN(C)C(=O)c2ccc(NS(=O)(=O)c3c(C)noc3C)cc2OC[C@H](C)NC[C@@H]1C	10	0.4	-4	-16	-2.1	-11	2	0
Cc1cc(/C=C2/NC(=O)N(c3ccccc3)C2=O)c(C)n1C(C)C	-60	0.2	-2	-76	0.2	0	-5	.
C[C@@H]1CN([C@@H](C)CO)C(=O)c2cccc(NS(=O)(=O)c3cn(C)cn3)c2O[C@H]1CN(C)C(=O)Nc1ccccc1	-12	-0.3	7	.	-2.0	-7	2	-8
CO[C@@H]1CN(C)C(=O)c2ccc(NC(=O)C3CC3)cc2OC[C@H](C)N(CC2CCCC2)C[C@@H]1C	-4	-0.5	-1	11	-0.5	3	4	-6
COc1cccc(S(=O)(=O)N[C@H]2CC[C@H](CC(=O)NC3CCC3)O[C@H]2CO)c1	8	0.0	1	-8	-2.6	-5	9	-14
O=C(CCSc1nnc2ccccn12)Nc1ccc2c(c1)OCO2	11	0.0	-7	-22	-2.8	-1	-4	-2
Cc1cc(C(=O)NNC(=O)c2cccs2)nn1C(C)(C)C	0	0.0	1	-25	-0.3	6	-2	-27
Cc1cccc(C(=O)NNC(=O)C23CC4CC(CC(C4)C2)C3)c1O	-7	0.3	1	9	3.7	1	2	-3
CCCNC(=O)c1cc2cc([N+](=O)[O-])ccc2s1	-20	0.2	1	-19	?	2	7	3
COc1ccc(/C=C2\N=C(c3ccccc3)N(c3ccc(C(=O)O)cc3)C2=O)cc1OC	-12	0.0	-2	0	1.2	5	71*	3
O=C(C[C@@H]1C/C=C\C[C@H](NC(=O)OCC2c3ccccc3-c3ccccc32)C(=O)OC[C@@H]2CCCN2C1=O)NCCO	-4	0.0	-2	12	-3.6	6	-24	-1
Cc1cc(Cl)c2oc(C(=O)N3CCCCC3CCN3CCCC3=O)c(C)c2c1 (stereo not drawn)	8	0.0	7	14	1.5	-2	8	-1

Further entries:
SMILES	EWS-Fli block	Xi reactivation	ERp5 block	PAX8 reporter	CFTR F508del cor	DENV2 CPE	INS-1E GSIS act	ARNT-TACC3 inh
Cc1noc(C)c1NC(=O)N(C)C[C@@H]1OCCCC[C@@H](C)Oc2ccc(NC(=O)Nc3ccccc3)cc2C(=O)N([C@@H](C)CO)C[C@H]1C	1	0.2	.	-17	-0.6	15	-2	-2
Cc1ccc(NC(=O)C2CCN(S(=O)(=O)c3ccc4c(c3)CCCC(=O)N4)CC2)cc1N(C)C	.	0.0	0	37	2.7	-3	-15	-2
CC(=O)c1cccc(NC(=O)NCCc2ccc(Cl)cc2)c1	-11	0.0	-8	-38	1.7	-2	26	0
CC(=O)NC[C@H]1[C@@H](c2ccc(-c3ccccc3)cc2)[C@H](CO)N1C(=O)C1CC1	4	0.0	0	7	0.8	6	16	2
CCS(=O)(=O)Nc1ccc2c(c1)C(=O)N(C)[C@H]1CC[C@H](CC(=O)N[C@@H]3CCN(Cc4ccccc4)C3)O[C@@H]1CO2	2	0.1	2	-12	.	5	1	-3

An excerpt of these results, with bars between the fields:
Compound | EWS-Fli block | Xi reactivation | ERp5 block | PAX8 reporter | CFTR F508del cor | DENV2 CPE | INS-1E GSIS act | ARNT-TACC3 inh
O=C1CCCN1c1ccc(S(=O)(=O)Nc2cccnc2)cc1 | -8 | 0.0 | 6 | 9 | -0.9 | 3 | 2 | -9
COCC(=O)Nc1ccc2c(c1)[C@H]1C[C@@H](CC(=O)NCc3cc(F)ccc3F)O[C@H](CO)[C@H]1O2 | -2 | 0.0 | . | 5 | 2.5 | -8 | -3 | -13
Fc1cccc(CN2C[C@@H]3N[C@H](C2)C3c2ccc(-c3ccccc3)cc2)c1 (stereo partly drawn) | -7&9 | 0.1 | -3&-5 | 89*! | 1.9&-9.4 | 3&-15 | -11 | .
